Screening data: PubChem BioAssay, The Scripps Research Institute Molecular Screening Center
rat GALR2 agon – activates the rat galanin receptor 2. cell-based GALR2 agonist screen. activation, % at 10 µM. 0.5% of 16,000 active. AID 833; in the data active means activation above about 15%
Target sequence (O08726 whole entry, looked up): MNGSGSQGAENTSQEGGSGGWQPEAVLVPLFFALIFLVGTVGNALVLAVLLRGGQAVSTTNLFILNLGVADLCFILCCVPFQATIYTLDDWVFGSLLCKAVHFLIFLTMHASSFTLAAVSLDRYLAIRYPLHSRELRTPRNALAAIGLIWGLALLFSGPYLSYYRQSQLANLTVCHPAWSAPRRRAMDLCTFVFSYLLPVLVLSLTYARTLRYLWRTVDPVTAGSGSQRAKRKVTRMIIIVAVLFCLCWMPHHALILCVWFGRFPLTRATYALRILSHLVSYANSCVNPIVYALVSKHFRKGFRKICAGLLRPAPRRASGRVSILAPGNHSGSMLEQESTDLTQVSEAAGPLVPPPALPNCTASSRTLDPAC
TLR4-MyD88 inh – inhibitors of human TLR4-MyD88 binding | O00206 | Cell-based TLR4-MyD88 binding inhibition assay | inhibition, % at 10 µM | 0.06% of 16,000 active; in the data active means inhibition above about 45%
luminol inh ctr – counter-screen for Nox1 inhibitors: inhibitors of luminol chemiluminescence; 0.4% of 16,000 active; inhibition, % at 6.7 µM; HRP/luminol/H2O2 chemiluminescence counterscreen; AID 1823; further: reference of the scale not given here
PME-1 Maybr inh – Maybridge compound blocking human PME-1 | 0.5% of 16,000 active | recombinant PME-1, FP-Rh probe fluorescence polarization | AID 2291 | inhibition, % at 9 µM; in the data active means inhibition above about 30%
Nox1 inh – inhibitors of human NADPH oxidase 1 (Nox1) | Q9Y5S8 | HT29 cells, luminol chemiluminescence ROS | inhibition, % at 6.7 µM | 0.81% of 16,000 active | AID 1792
OPRK1 antag MB – OPRK1 (human) antagonism, Maybridge screen. P41145. OPRK1 cells, antagonist mode, fluorescence readout. inhibition, % at 9 µM. 0.4% of 16,000 active; in the data active means inhibition above about 50%
NOTCH ag – NOTCH pathway agonism; NOTCH signaling luciferase reporter cells, luminescence; 0.4% of 15,000 active; AID 434982; activation, % at 2.5 µM; in the data active means activation above about 2.2%
S1P1 agonist – S1P1 (human) receptor agonism; S1P1 agonist cell-based reporter assay; AID 1044; activation, % at 4.5 µM; P21453; 1.5% of 16,000 active; in the data active means activation above about 80%
Target sequence (P21453 whole entry, looked up): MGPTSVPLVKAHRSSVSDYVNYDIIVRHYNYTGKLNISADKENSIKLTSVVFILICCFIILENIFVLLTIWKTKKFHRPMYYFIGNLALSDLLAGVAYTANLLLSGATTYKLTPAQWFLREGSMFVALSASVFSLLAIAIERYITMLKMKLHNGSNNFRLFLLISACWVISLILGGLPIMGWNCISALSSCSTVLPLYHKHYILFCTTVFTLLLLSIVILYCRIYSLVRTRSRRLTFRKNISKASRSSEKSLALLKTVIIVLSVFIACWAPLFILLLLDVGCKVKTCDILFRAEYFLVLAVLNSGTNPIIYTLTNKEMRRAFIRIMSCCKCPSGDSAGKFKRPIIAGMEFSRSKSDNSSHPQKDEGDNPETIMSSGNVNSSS
Numbers without * were called inactive; / = no result given. Unless noted, no stated cut-off is given here; in the data, active means inhibition above about 75%; inactive means the rest.

SMILES | rat GALR2 agon | TLR4-MyD88 inh | luminol inh ctr | PME-1 Maybr inh | Nox1 inh | OPRK1 antag MB | NOTCH ag | S1P1 agonist
CC(C)(C)OC(=O)C(C)(C)ONC(=O)Nc1ccc(Cl)cc1Cl | -5 | 2 | 4 | -16 | -18 | -3 | 0.3 | -7
O=C1Cc2ccccc2C1=C1Cc2ccccc2C1 | -8 | 3 | -1 | -2 | -14 | 3 | 0.0 | 11
Cc1cc(C)cc(NC(=O)N2CCNC(=O)C2CC(=O)Nc2cc(Cl)ccc2Cl)c1 (stereo unspecified) | -1 | -10 | -24 | -19 | -35 | 6 | 0.5 | -15
CC(C)N(Cc1ccccc1)S(=O)(=O)c1ccc(S(=O)(=O)c2ccccc2)s1 | -8 | -2 | -2 | 0 | -5 | -8 | -0.1 | 18
NC(Cc1cc(F)cc(F)c1)C(=O)O (stereo unspecified) | -6 | 5 | -2 | -3 | -45 | -4 | 0.9 | 10
CCS(=O)(=O)c1ccc(O)c(NC(=O)COCC(=O)O)c1 | -5 | 10 | 3 | -7 | -38 | -4 | 0.2 | 25
Cc1nc2c(Cl)c(Cl)c(Cl)c(N3CCOCC3)c2[nH]1 | -5 | -11 | 1 | 10 | 16 | -20 | 0.3 | 46
O=C(CSc1ccccc1)N1CCc2ccccc21 | -7 | -5 | 4 | 1 | -14 | -13 | 0.2 | 8
COC(=O)c1noc(C)c1-c1ccn[nH]1 | 3 | 6 | -7 | 4 | 9 | 27 | -0.5 | 5
N#CC(=C1SCCS1)S(=O)(=O)Cc1ccco1 | -7 | 1 | 2 | -2 | -50 | 11 | -4.4 | 4
Cc1nnsc1C(=O)NCc1csc(-c2cccs2)n1 | -6 | 7 | -1 | 0 | -22 | 4 | -0.3 | 6
O=C(CSc1nc2ccccc2s1)N1CCN(c2ncc(C(F)(F)F)cc2Cl)CC1 | -7 | -4 | -3 | -4 | 4 | -17 | 0.0 | 6
CC(C)NC(=O)N(Cc1ccc(Cl)cc1)Cc1cccs1 | -8 | 4 | -3 | 4 | 8 | -15 | -0.2 | -13
CC(=O)Nc1ccc(NC(=O)c2ccc(C(F)(F)F)nc2C)cn1 | -1 | -3 | 0 | 2 | -18 | -11 | -0.2 | -4
O=C(NNC(=O)c1cccs1)c1csc(COc2ccccc2Cl)n1 | -7 | 0 | 5 | 0 | -19 | -35 | 0.8 | -2
O=c1ncn(Cc2ccccn2)cc1-c1ccccc1 | -5 | 0 | -4 | 3 | -65 | 7 | 0.2 | -20
COC(=O)Cc1c(C)ncnc1OCC(=O)Nc1ccc2c(c1)OCCO2 | -4 | -1 | -5 | 7 | 5 | 23 | -0.3 | -3
Cc1cc2c(NC(=O)c3ccccc3C(=O)O)cccc2nn1 | -9 | 7 | 2 | -2 | -14 | 6 | 1.3 | 3
Cc1ccc(S(=O)(=O)NC(=S)NNC(C)(C)C)cc1 | -7 | -6 | 29 | -1 | 6 | 4 | -0.4 | 3
CCOC(=O)c1cc(-c2ccccc2)sc1NC(=O)CSc1nc2ccccc2s1 | -11 | 16 | 4 | -4 | -65 | -12 | / | -2
N#Cc1ccc(N2CCN(C(=O)c3ccc(OC(F)(F)F)cc3)CC2)cc1 | -4 | -5 | -8 | 6 | 4 | 1 | 0.3 | 6
c1ccc2c(c1)ncn2CN1CCOCC1 | -6 | 19 | 0 | -3 | -69 | 11 | -0.1 | 5
c1ccc2c(c1)SCc1nnc(-c3ccncc3)n1-2 | -4 | 0 | 0 | 2 | -8 | 0 | 0.0 | -20
Cn1c(CSCc2nc(-c3ccc(Cl)cc3)cs2)n[nH]c1=S | -7 | -4 | -2 | 6 | 23 | -9 | -0.8 | 26
O=C1c2ccccc2C2NCCCN12 (stereo unspecified) | -4 | -13 | -5 | 4 | -9 | 9 | -0.5 | -20
CCOC(=O)COc1nc(-c2cccs2)cc(-c2ccco2)c1C#N | -8 | 1 | 3 | -10 | -14 | -26 | -0.3 | -16
COC(=O)c1ccccc1S(=O)(=O)NC(=O)Nc1nc(C)c2c(n1)CCS(=O)(=O)C2 | -7 | -3 | 3 | 1 | -13 | 1 | / | -7
COC(=O)c1sccc1NS(=O)(=O)c1cccc2nsnc12 | 12 | -25 | -6 | 8 | -10 | 2 | -0.6 | 18
Cc1cc(C(=O)N/N=C/c2cc(Br)c(O)c(Br)c2)no1 | -7 | 4 | 0 | -2 | -46 | 2 | -0.1 | 13
Nc1n[nH]c2cc(=O)[nH]c(O)c12 | -6 | -4 | 2 | 29 | 54 | 11 | -0.3 | -5
Cc1nn(-c2ccccc2)nc1CNC(=O)c1cc2c(C)nn(C)c2s1 | -8 | -1 | 0 | 0 | -45 | 22 | -0.6 | -4
CC(=O)N1CCC(C(=O)Nc2ccc3nc(C)ccc3c2)CC1 | -5 | -11 | 1 | -1 | -23 | 4 | -1.8 | -6
O=C1C(=Cc2ccc(-c3ccc(C(F)(F)F)cc3[N+](=O)[O-])o2)C(=O)c2ccccc21 | -8 | 9 | -3 | 8 | 7 | 19 | 0.2 | -7
O=C1C=CC(=O)N1c1ccc(N2CCOCC2)cc1 | -3 | 7 | -4 | 8 | 21 | 18 | -0.7 | 20
CN(NS(=O)(=O)CS(C)(=O)=O)c1ncccc1[N+](=O)[O-] | -4 | 3 | -3 | 5 | -5 | 6 | -5.7 | -8
O=C(O/N=C/c1ccc(F)c(Cl)c1)C1CC1 | -4 | 4 | -2 | 1 | -71 | 2 | -0.1 | -11
O=C(Nc1ccc2ccccc2n1)c1cccs1 | -6 | 0 | 2 | 3 | 2 | -15 | 0.0 | 21
CC(=O)Oc1ccc2c(=O)c(Oc3ccc(Cl)cc3)c(C(F)(F)F)oc2c1 | -8 | -1 | -2 | 3 | -13 | 11 | 0.3 | 60
N=C(N)SCc1nc(-c2ccc(Cl)cc2)no1 | 13 | -2 | 7 | -1 | -48 | -3 | 0.0 | -1
CC1(C)CC2(CCCCC2)C(=O)O1 | -5 | 4 | 0 | 3 | -64 | 3 | -0.7 | -10
Cc1cc(C)c2c(n1)sc1c(N3CCN(c4ccccc4)CC3)ncnc12 | -8 | -9 | -1 | 1 | -25 | 6 | / | -25
CSCCC1NC(=O)NC1=O (stereo unspecified) | -5 | 1 | -2 | 4 | -18 | 5 | / | -3
CCN(CC)C(=S)Oc1c(Cl)cccc1Cl | -5 | 4 | -5 | 4 | 9 | 3 | -0.5 | -6
O=C(NC(=O)N1CCSC1)c1c(F)cccc1Cl | -3 | -5 | -3 | 3 | 8 | 9 | 0.0 | -2
O=c1cc(-c2ccc3c(c2)OCO3)oc2ccccc12 | -9 | 0 | 2 | -5 | -26 | -9 | -0.4 | 2
Cn1c(=O)c2ccccc2[s+]1-c1cccc2cccc(C(=O)O)c12 (stereo unspecified) | -3 | 15 | 0 | 1 | -52 | 2 | -0.7 | -28
O=C(Nc1ccccc1)O/N=C/c1ccc(-c2ccc(F)cc2F)o1 | -7 | -9 | -45 | 3 | 2 | -2 | 0.1 | -1
COc1cc(C(C#N)N2CCOCC2)cc(OC)c1OC (stereo unspecified) | -8 | 3 | -2 | 0 | -76 | 4 | -0.5 | -8
CSc1nc2ccnn2c(=O)[nH]1 | -3 | -3 | 4 | -4 | -28 | 3 | -0.7 | 6
COC(=O)c1ccsc1NC(=O)CN1CCN(S(=O)(=O)c2ccc(Cl)cc2)CC1 | -2 | -8 | -5 | 4 | -38 | 3 | -0.5 | -16
Cc1c2cnn(C)c(=O)c2c(C)n1-c1ccccc1 | -4 | 1 | 6 | 1 | -16 | -20 | 0.7 | -16
CN(C)CC1COC(=O)C1=O (stereo unspecified) | -3 | 0 | 0 | 4 | -29 | -10 | 0.1 | -14
COC(=O)c1cccc(CSC(=S)N2CCCC2)c1 | -6 | 1 | -2 | -20 | -22 | -16 | -0.4 | 12
COc1cc(/C=N/NC(=O)c2c(-c3ccccc3)noc2C)ccc1O | -10 | -5 | 9 | 1 | 14 | -1 | -0.1 | -18
Cc1cc(C)c2c(n1)sc1c(Sc3nnc(-c4ccncc4)o3)ncnc12 | 0 | 1 | -6 | 6 | 28 | 4 | 0.3 | 16
CC1CN(c2ccccc2OC(=O)Nc2ccc(OC(F)(F)F)cc2)CC(C)O1 (stereo unspecified) | -7 | 0 | 15 | -12 | 101* | 17 | -0.1 | 4
O=[N+]([O-])c1ccc(NCc2ccco2)c([N+](=O)[O-])c1 | -7 | -5 | -1 | 11 | 24 | -3 | 0.9 | 18
O=C1c2ccccc2C(=O)c2c(O)ccc(O)c21 | -8 | 1 | 8 | 40* | 54 | 7 | -0.1 | -13
COC(=O)c1nnn(-c2ccc(F)c(Cl)c2)c1C(=O)OC | -5 | 2 | 1 | -2 | -36 | 10 | -1.2 | -18
Cc1cc(C)n(-c2ncccc2[N+](=O)[O-])n1 | -5 | -3 | -5 | 7 | -1 | 19 | -0.3 | 2

(continued)
SMILES | rat GALR2 agon | TLR4-MyD88 inh | luminol inh ctr | PME-1 Maybr inh | Nox1 inh | OPRK1 antag MB | NOTCH ag | S1P1 agonist
CC(NC(=O)C(C(=O)NC(C)C1CC2CCC1C2)C12CC3CC(CC(C3)C1)C2)C1CC2CCC1C2 (stereo unspecified) | -5 | -10 | -3 | 2 | 11 | 12 | 0.6 | 5
CCOC(=O)C1CCCN(C(=O)c2ccc(OC)c(OC)c2)C1 (stereo unspecified) | -6 | 5 | -3 | 6 | 4 | 13 | -0.4 | 1
CCOC(=O)C(=CNNS(=O)(=O)c1cc(C(F)(F)F)cc(C(F)(F)F)c1)C(=O)OCC | -2 | 0 | 3 | 3 | -26 | 12 | -0.4 | 21
C[C@]12C=C(C#N)C[C@@]1(C)C=C(C#N)C2 | -6 | -3 | -8 | 2 | 4 | 18 | -0.9 | 4
O=S1(=O)CCN(Cc2cccs2)CC1 | -7 | 8 | -1 | 0 | -2 | 13 | -0.6 | 0
O=C(CC(CC(=O)c1ccc(Br)cc1)c1cccnc1)c1ccc(Br)cc1 | -4 | 9 | -2 | 5 | -43 | -5 | 0.4 | 25
Cc1cc(C(=O)NNC(=O)c2cc(OCC(F)(F)F)ccc2OCC(F)(F)F)no1 | -2 | -5 | -6 | 5 | 21 | 16 | -0.6 | -2
CCOC(=O)c1cn(CC(=O)NN)nc1C(F)(F)F | -4 | -7 | 2 | 3 | -1 | 8 | -0.6 | 1
O=C(c1ccc(C#Cc2ccccc2)o1)N1CCCCC1 | -5 | -9 | -8 | 2 | -24 | -8 | -0.2 | -3
Oc1ccc2ccccc2c1N=Nc1ccccn1 | -8 | 1 | 7 | 25 | 62 | -16 | -0.8 | 36
OC(COc1ccc(Cl)c(Cl)c1)CN1CCC(Nc2nccc(C(F)(F)F)n2)CC1 (stereo unspecified) | -2 | -1 | 4 | 0 | -37 | / | -0.8 | -1
O=C(Cn1nnc(N2CCOCC2)n1)N/N=C/c1ccc(-c2cccc([N+](=O)[O-])c2)o1 | -7 | 0 | 2 | -6 | -6 | 4 | -0.7 | -6
Brc1csc(C2SCCS2)c1 | -7 | -3 | -7 | 4 | -14 | 6 | -1.0 | -4
N#Cc1ccc(N2CCSCC2)cc1[N+](=O)[O-] | -4 | -1 | 4 | 1 | 3 | -9 | -0.6 | -27
Cc1onc(-c2c(Cl)cccc2Cl)c1C(=O)OCCOc1ccc([N+](=O)[O-])cc1[N+](=O)[O-] | -10 | -5 | 0 | 4 | -2 | -4 | -0.6 | 28
N/C(=N\S(=O)(=O)c1cc(Cl)sc1Cl)c1ccc(Cl)cc1 | -9 | 4 | -1 | 5 | -4 | -2 | -0.4 | -3

Random draw from the library, and some 4.4% of all compounds hit somewhere here.
